# Assay outcomes from PubChem.
# HCT116 PTEN-null – suppresses growth of cells with PTEN deletion. viability, % at 10 µM. AID 827. HCT116 PTEN-null viability, CellTiter-Glo, 60 h; hits give low values. hit rate 1.2% among 140,000;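 active means viability at or below a set limit, 4 SD under the median of all tested compounds, cut at about 3.7% in these data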;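 further: PTEN knockout HCT116 line with beta catenin targeted HCT116 as companion control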
# Phagocytosis inh – blocks phagocytosis by macrophages. AID 1029. J774A.1 macrophage IgG-bead phagocytosis, imaging. inhibition, % at 5 µM. hit rate 0.07% among 110,000;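 active means inhibition above the mean of the plate negative controls plus 5 SD, cut at about 13% in these data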;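 further: phagocytic index as fraction of beads internalized from green versus red external bead signal; plate controls were DMSO negative control for no effect and cytochalasin-D positive control for full effect; some results beyond the cut were filed as inactive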
# Yeast life ext – yeast lifespan extension; S. cerevisiae growth with nicotinamide, OD615; deaD strain in restrictive glucose medium; inhibition of the nicotinamide effect, % at 10 µM; hit rate 0.68% among 130,000;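 active means inhibition above a set limit, placed 3 SD over the median of all compounds, cut at about 26% in these data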;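 further: 0% = nicotinamide-treated wells and 100% = cells grown without nicotinamide; some compounds called inactive have numbers as strong as hits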
#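 Measured by: optical density (absorbance) at 615 nm; System: modified budding yeast, DeaD strain; Medium: restrictive CSMM-D dextrose medium; Timing: 4 h preincubation then 48 h treatment at 30 °C.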
# Measles CPE – protection of cells from measles virus; AID 841; Measles virus-infected cells, CPE protection, absorbance; hit rate 1.5% among 140,000; protection (pct of control), % at 4 µM; in the data active means protection mostly above about 24%, no sharp cut-off; inactive means mostly below about 26%; further: some compounds called inactive have numbers as strong as hits
# NPY-Y2 antag – NPY-Y2 (human) receptor antagonism. NPY-Y2 expressing cells, antagonist mode. inhibition, % at 2.7 µM. hit rate 0.99% among 140,000. AID 793; in the data active means inhibition above about 17%;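 further: 0% = vehicle with agonist challenge and 100% = reference antagonist with challenge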
# Target sequence (P49146 whole entry, looked up): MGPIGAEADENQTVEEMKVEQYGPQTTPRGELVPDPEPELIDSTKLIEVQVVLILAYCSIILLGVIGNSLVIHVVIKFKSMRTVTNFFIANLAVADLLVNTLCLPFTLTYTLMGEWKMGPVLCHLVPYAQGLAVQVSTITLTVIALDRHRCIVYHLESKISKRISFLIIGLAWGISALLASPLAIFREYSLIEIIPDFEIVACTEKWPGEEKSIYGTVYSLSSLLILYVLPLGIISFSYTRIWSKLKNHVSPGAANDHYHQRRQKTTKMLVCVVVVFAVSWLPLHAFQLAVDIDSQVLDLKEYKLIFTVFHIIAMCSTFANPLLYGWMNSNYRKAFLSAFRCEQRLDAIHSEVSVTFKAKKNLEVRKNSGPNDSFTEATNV
# Yeast growth inh – yeast BB579 growth reduction in restrictive medium; S. cerevisiae BB579 growth, OD615, 48 h; inhibition, % at 10 µM; hit rate 0.51% among 140,000;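 active means inhibition above a set limit, 3 SD over the mean compound inhibition, cut at about 44% in these data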; further: inactives centre near -24
#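 Test system: Saccharomyces cerevisiae DeaD strain BB579, replicative lifespan model yeast | Buffer or medium: Restrictive CSMM-D medium | Doses: One dose, 10 µM compound with 0.25% DMSO | Incubation: 48 h exposure, 30 °C | Detection: Culture absorbance at 615 nm | Control set: Amphotericin B at 10 µg/mL as positive control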
# MRP1 act – MRP-1 activation; H69AR cells + doxorubicin, viability rescue, CellTiter-Glo; viability increase, % at 10 µM; hit rate 0.61% among 140,000; AID 799;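 active means viability gain under doxorubicin at or above a set limit, the compound median plus 3 SD, cut at about 4.7% in these data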;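 further: MRP-1 overexpressing cells given doxorubicin 25 µM after compound pretreatment; 18-22 h compound pretreatment then 72 h with doxorubicin before readout; 0% = doxorubicin-only wells and 100% = vehicle-treated cells without doxorubicin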
# HCT116 bCat-KO – beta-catenin-lacking colon tumor cell growth suppression; HCT116 beta-catenin knockout viability, CellTiter-Glo, 60 h; hits give low values; viability, % at 10 µM; hit rate 1.5% among 140,000; AID 818;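 active means viability at or under a set limit, the compound median less 4 SD, cut at about 6% in these data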;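 further: 0% = Hyamine 1622 control at 20 µM and 100% = untreated cell control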
# E-sel TNF inh – blocks E-selectin expression induced by TNF alpha; HUVEC TNFa-induced E-selectin immunofluorescence, high content; inhibition, % at 2 µM; hit rate 0.71% among 120,000; AID 1246;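 active means inhibition above the batch mean plus 3 SD, and confirmed as a hit on visual image review, cut at about 43% in these data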;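 further: 0% = TNF-stimulated DMSO wells and 100% = unstimulated control wells; not every result past the cut was called active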
# GALR2 blocker – antagonists of human galanin receptor 2 (GALR2). GALR2-expressing cells, antagonist mode. inhibition, % at 4 µM. hit rate 0.39% among 140,000. AID 828; in the data active means inhibition above about 27%;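 further: cells stimulated with galanin 1-16 at roughly its EC80; 0% = agonist challenge control and 100% = basal control without agonist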
# Target sequence (O43603 whole entry, looked up): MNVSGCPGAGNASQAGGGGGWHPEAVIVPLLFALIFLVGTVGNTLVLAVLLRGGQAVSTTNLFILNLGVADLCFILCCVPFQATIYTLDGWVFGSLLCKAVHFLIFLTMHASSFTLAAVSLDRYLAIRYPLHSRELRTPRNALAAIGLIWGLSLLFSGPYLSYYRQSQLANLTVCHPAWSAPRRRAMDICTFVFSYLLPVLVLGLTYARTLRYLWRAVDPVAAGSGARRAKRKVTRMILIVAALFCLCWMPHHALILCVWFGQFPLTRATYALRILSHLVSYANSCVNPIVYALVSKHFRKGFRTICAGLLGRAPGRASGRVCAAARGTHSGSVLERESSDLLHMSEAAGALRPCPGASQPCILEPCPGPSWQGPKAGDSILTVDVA
# Numbers without * were called inactive; / = no result given.
SMILES,HCT116 PTEN-null,Phagocytosis inh,Yeast life ext,Measles CPE,NPY-Y2 antag,Yeast growth inh,MRP1 act,HCT116 bCat-KO,E-sel TNF inh,GALR2 blocker
Cc1nccn1CCc1nc(N)nc(N)n1,97,-1,-3,16,1,-23,-1.6,90,0,4
COc1ccc(C(N)=O)cc1N,104,-1,-9,10,2,-29,-0.6,94,-8,-2
O=C(CSc1nnc(CNC(=O)C23CC4CC(CC(C4)C2)C3)n1-c1ccccc1)Nc1ccccc1,76,-16,5,6,0,-24,-1.0,90,/,1
Nc1c(C(=O)CCC(=O)O)oc2ccc(Cl)cc12,111,0,-15,6,5,-38,-0.6,105,/,3
C/C(=N\NC(=S)NCc1ccccc1)c1ccc2ccccc2c1,91,-4,-1,4,7,-4,-0.5,94,-4,3
CCOc1cc(NC(=S)NCCCOC)c(OCC)cc1NC(=O)c1ccco1,102,-7,0,10,5,-21,-3.0,93,/,-3
CC1=C(C(=O)OCc2ccccc2)C(c2ccccc2-c2ccccc2)NC(=O)N1CCCCCC(=O)O (centres undefined),83,/,11,2,-1,-60,-2.4,97,/,4
C=CCOc1ccc(Br)cc1CNCCCN1CCOCC1,81,-10,3,4,15,-23,-3.0,75,/,16
O=C(/C=C/Nc1ccc(F)c(Cl)c1)c1ccco1,85,0,-18,5,2,1,-2.1,85,11,4
CCCn1c(SCC(=O)N2c3ccccc3CCc3ccccc32)nc2c1c(=O)n(C)c(=O)n2C,41,-1,-24,14,4,-25,-3.5,55,/,0
COc1ccccc1-c1cc(C(=O)Nc2c(F)cc(F)cc2Br)no1,86,-1,-5,4,1,-17,1.5,98,52,-11
CC(=O)NCCC(=O)Nc1nc(-c2cccs2)c(-c2cccs2)s1,79,3,-1,5,2,-66,0.2,92,23,9
Cc1c(-c2nnc(SCC(=O)O)n2-c2ccccc2Br)nnn1-c1ccccc1,94,0,6,10,1,-34,1.1,96,/,-10
COc1ccc2c(c1)C=CC1(O2)N(CCO)c2ccccc2C1(C)C (centres undefined),54,/,/,8,1,-35,-7.2,57,-19,-5
Nc1nc(CN2CCCCC2)cs1,110,1,-11,15,-1,-13,-1.0,100,/,6
O=C(CN1CCOCC1)Nc1ccc(Oc2ccc(NC(=O)CN3CCOCC3)cc2)cc1,109,1,-10,9,0,-12,0.0,98,14,6
COc1ccc(C(=O)n2nc(-c3ccccc3)nc2SC)cc1,59,/,-6,4,1,-44,-1.0,71,-1,-3
Cc1ccc2nc(C)c(C(=O)N/N=C/c3cccs3)n2c1,97,1,1,7,0,-20,-1.7,81,/,-7
Cc1cc(CNC(=O)[C@H](C)[C@@H]2C[C@@]2(C)[C@@H](NC(=O)OCc2ccccc2)c2ccccc2)nn1C,73,/,2,12,0,-9,-1.5,75,-43,5
COc1ccc(C(=O)N2CCN(c3ccc([N+](=O)[O-])c(-n4nc(C)cc4C)c3)CC2)cc1,85,-8,3,23*,1,-53,-2.4,81,-10,-6

# Sorted by molar mass (low to high): 3 of the compounds above
SMILES,HCT116 PTEN-null,Phagocytosis inh,Yeast life ext,Measles CPE,NPY-Y2 antag,Yeast growth inh,MRP1 act,HCT116 bCat-KO,E-sel TNF inh,GALR2 blocker
O=C(/C=C/Nc1ccc(F)c(Cl)c1)c1ccco1,85,0,-18,5,2,1,-2.1,85,11,4
CC(=O)NCCC(=O)Nc1nc(-c2cccs2)c(-c2cccs2)s1,79,3,-1,5,2,-66,0.2,92,23,9
COc1ccc(C(=O)N2CCN(c3ccc([N+](=O)[O-])c(-n4nc(C)cc4C)c3)CC2)cc1,85,-8,3,23*,1,-53,-2.4,81,-10,-6

# Further results follow.
SMILES,HCT116 PTEN-null,Phagocytosis inh,Yeast life ext,Measles CPE,NPY-Y2 antag,Yeast growth inh,MRP1 act,HCT116 bCat-KO,E-sel TNF inh,GALR2 blocker
Cc1ccc(S(=O)(=O)Nc2ccc(C(=O)Nc3ccncc3)cc2)cc1,77,-5,-2,8,1,5,-2.0,84,12,10
CC(=O)c1cc(C#N)c(SCc2ccncc2)nc1C,100,0,-9,11,2,-29,-0.6,92,-3,6
CS(=O)(=O)N1CCc2cc(-c3csc(NC(=O)C(c4ccccc4)c4ccccc4)n3)ccc21,88,/,-6,6,-3,-23,0.3,94,7,2
CCOc1cc(C)c(Cl)cc1S(=O)(=O)n1cnc2ccccc21,88,6,2,5,3,27,-2.9,98,-11,-1
COc1ccc(NC(=O)C2CC(=O)NC(Nc3cccc(C)c3)=N2)cc1 (centres undefined),90,-3,-12,4,3,-36,0.1,117,2,-3
COc1ccc(S(=O)(=O)N(C)CC(=O)N2CCOCC2)cc1,89,1,-18,5,1,-25,-0.9,83,/,-7
CN(C)c1ccc(C2(O)C(=O)c3ccccc3C2=O)cc1,95,-4,5,3,1,-7,-0.8,88,-11,6
FC(F)(F)C1=CC(c2ccc(Br)cc2)=NCCN1,68,0,-2,11,11,-15,-2.1,61,-2,-3
Nc1nnc(SC2CCCC2)s1,94,0,-5,5,1,12,1.5,92,/,5
CCOc1ccc(-c2cc(C)n3nc(C(N)=O)cc3n2)cc1,97,-1,-13,8,-1,-4,-2.0,102,3,3
Cc1ccc2c(c1)c1c(n2CC(O)CNC(CO)(CO)CO)CCCC1 (centres undefined),84,-1,-1,22,2,-31,-2.2,86,/,5
CCN(CC)S(=O)(=O)c1ccc2c(c1)nc(CCC(=O)OCC(=O)Nc1cc(Cl)cc(Cl)c1)n2C,96,-5,0,12,0,-15,-1.2,105,2,-5
Cc1ccn2cc(CSc3ccccc3N)nc2c1,93,/,-8,0,1,-14,-4.8,94,13,6
COc1ccc(NCc2cc3cc(OC)ccc3[nH]c2=O)cc1,73,0,-21,18,2,-10,-4.2,72,/,-11
CCOC(=O)c1c(=O)n(O)c2ccc(OC)cc2[n+]1[O-],112,0,-2,3,2,-7,0.1,106,-14,-6
CC(=O)NC12CC3CC(C)(C1)CC(NC(C)=O)(C3)C2,102,0,8,9,-1,-65,1.1,104,/,9
Cc1ccc(CC(CC(=O)O)C(=O)NC2CCCCC2)cc1 (centres undefined),97,-1,-5,31,4,-42,-0.8,97,1,-1
CCOC(=O)c1cc2c(nc1NC(=S)NCc1ccccc1)CCCC2,78,-3,7,1,5,-14,-1.9,82,-9,1
COc1ccc2[nH]c3c(c2c1)CCn1c-3nc2sc(C(=O)Nc3ccccc3)c(C)c2c1=O,101,-10,-5,8,1,-10,-4.6,88,5,-7
O=C(NCc1ccco1)C1CC(=O)N(c2ccc(F)cc2)C1 (centres undefined),89,0,-4,7,1,-14,-2.3,98,-21,-4
COc1cccc(/C=C2\SC(=S)N(N3CCOCC3)C2=O)c1OC,82,-6,-2,15,3,-29,-2.7,87,/,0
CCC(C)c1ccc(NC(=S)NCc2cccs2)cc1 (centres undefined),83,0,-20,5,-2,-10,-4.7,87,2,0
COc1ccc(OC)c(CN2CCC(C(=O)N3CCOCC3)CC2)c1,97,-2,2,4,3,-12,-0.7,92,-3,1
Cc1ncoc1C(=O)Nc1ccc(Oc2ccccc2)cc1,82,0,-7,12,0,6,-0.4,83,/,3
COc1ccc2nc3oc(C(=O)N4CCCCC4)cc3cc2c1,101,/,-9,7,3,-18,-2.9,79,0,-14
O=S(=O)(c1ccc(F)c(Cl)c1)N1CCCC1,89,0,-8,29,4,-4,-3.0,107,15,9
Cc1ccc2nsnc2c1NC(=O)c1ccc2c(c1)OCCO2,100,2,-2,5,0,-31,-0.6,97,18,38*
Cn1nnnc1SCC(=O)Nc1ccccn1,95,-1,-3,8,2,-35,-2.7,85,12,-16
O=S(=O)(N1CCCCC1)N1CCN(S(=O)(=O)N2CCCCC2)CC1,93,-1,13,10,6,0,-1.7,100,14,-8
CC(C)(C)C(=O)Nc1ccc(C(=O)N/N=C/c2ccccc2OC(=O)c2ccccc2)cc1,25,-3,-15,4,2,-37,-0.6,19,4,-4
Cc1ccnc(NC(=O)C2CCN(S(=O)(=O)c3cccc4nsnc34)CC2)c1,87,-1,-5,10,-1,11,-0.1,89,/,-6
O=C(O)CCC(=O)N(Cc1ccco1)c1nc(-c2ccccc2)cs1,104,0,-8,4,9,-12,-3.5,96,-18,-11
CCCCCCCCOc1ccc(C2OC34CCCCC3C(C#N)(C#N)C2(C#N)C(=N)O4)cc1 (centres undefined),104,-4,-4,13,-1,-32,-1.1,96,-16,4
O=C(O)C1CCCCC1C(=O)Nc1ccccc1F (centres undefined),101,/,-2,11,4,-64,-1.3,99,0,4
Brc1ccc(-c2csc(N/N=C/c3ccc4c(c3)OCO4)n2)cc1,74,/,0,9,-1,-36,0.6,85,/,-3
COc1cccc(/C=N/NC(N)=S)c1OS(=O)(=O)c1ccccc1,99,/,/,9,3,-72,-2.5,99,-37,3
CCN(c1ccccc1)S(=O)(=O)c1cc(C(=O)Oc2ccc3c(C)cc(=O)oc3c2)ccc1C,107,-12,0,20,0,-6,-3.4,96,-2,1
CC(=O)CSc1nnc(-c2ccncc2)n1C,86,-2,-10,10,-2,-21,-0.6,82,17,1
Cc1ccc(S(=O)(=O)Nc2cccc(/C=C/C(=O)O)c2)cc1,87,/,-11,25,2,5,-2.9,96,-1,0
CCN1C(=O)/C(=C2/C=CC=CN2C)OC1=S,99,-1,1,18,4,-22,-0.2,98,24,-3
Cc1sc2ncn3ncnc3c2c1C,107,0,-16,2,0,-18,-0.7,101,-7,0
Cc1cs/c(=N/C(=S)Nc2ccccc2)n1C,100,1,-5,18,1,-37,1.7,88,/,-1
Cc1ccc(S(=O)(=O)N2CCN(S(=O)(=O)N3CCOCC3)CC2)cc1,97,/,-10,9,0,-43,-1.7,90,3,5
Cn1c(CN2CCOCC2)nnc1SCc1ccccc1,103,-1,-8,1,1,-7,-1.8,109,-2,-10
Cc1ccc(CCNC(=O)C23CN(Cc4ccccc4)CC2C(c2cccc([N+](=O)[O-])c2)=NO3)cc1 (centres undefined),99,1,-16,3,-2,4,1.6,109,/,-15
Cc1ccc(C(=O)Nc2ccc(S(=O)(=O)N3CCc4ccccc4C3)cc2)o1,88,-4,13,6,3,-8,-3.2,89,15,-16
CCN(CC)c1nc2n(c(=O)n1)CCN2CC,96,-3,-6,12,0,-32,-0.7,94,-31,-25
COc1ccccc1N1CCN(C(=O)/C=C/c2ccccc2)CC1,96,/,/,12,4,-41,-0.8,88,-2,13
Cc1nn(CC(=O)Nc2ccccn2)c(C)c1[N+](=O)[O-],98,0,-22,6,8,1,-2.3,93,-33,-6
CC(C)(C)N/N=C/c1cc(Cl)cc([N+](=O)[O-])c1O,91,-4,-8,12,4,92*,-2.1,92,-10,-5
COc1ccc(C2C(=O)N(C3CCCCC3)CC(=O)N2C2CCCC2)cc1 (centres undefined),78,/,-1,10,4,-33,-4.1,76,-8,2
CCCCC(=O)N/N=C(\C)c1cccc(NC(=O)C2CC2)c1,105,-1,-2,9,1,-32,-1.2,93,6,3
